# Screens from PubChem BioAssay.
# HT1080-NT tox – qHTS for induction of synthetic lethality in tumor cells producing 2HG: qHTS for the HT-1080-NT fibrosarcoma cell line | HT-1080-NT fibrosarcoma viability, CellTiter-Glo ATP luminescence, 48 h | 360,000 tested, 1.6% active | AID 686970, 2013 | Potency, µM (highest dose often 46.1 µM), for the others: at the top dose activity, negative = less viability, most hits filed as cytotoxic;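 note: NT is the 2HG producing partner of a matched IDH1 knockdown line; potency is the fitted concentration of half-maximal effect; 0% = DMSO-treated cells and -100% = media-only wells without cells; nearly all actives have a fitted effect of over 55% in size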
#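 Compounds were tested in concentration-response format on HT-1080-NT cells for 48 hours at 37 degrees C. Cell viability came from CellTiter-Glo luminescence; curves were classified by r2, response magnitude and activity.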
# HT1080 IDH1KD tx – qHTS for induction of synthetic lethality in tumor cells producing 2HG: qHTS for the HT-1080-IDH1KD cell line; Potency, µM (top dose mostly 46.1 µM), without a hit: at the highest dose activity, negative = toxicity, hits mostly cytotoxic; HT-1080 IDH1 knockdown viability, ATP luminescence, 48 h; 360,000 tested, 2% active;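 note: potency is the fitted concentration of half-maximal effect; 0% = DMSO wells and -100% = cell-free medium wells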
#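 Viability of IDH1-knockdown HT-1080 fibrosarcoma cells was assessed by CellTiter-Glo after 48 h at 37 °C with titrated compound; concentration-effect curves were classified by fit quality and response size.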
# DRD3 agonist – qHTS of D3 Dopamine Receptor Agonist: qHTS; D(3) dopamine receptor (Homo sapiens), P35462; D3R DiscoveRx beta-arrestin cells, luminescence, 90 min; max activation, %; 410,000 tested, 0.58% active; in the data active = max activation above about 30%; note: 0% is about no effect; mostly tested at two doses, the higher about 12 µM
# Target sequence (P35462 whole entry, looked up): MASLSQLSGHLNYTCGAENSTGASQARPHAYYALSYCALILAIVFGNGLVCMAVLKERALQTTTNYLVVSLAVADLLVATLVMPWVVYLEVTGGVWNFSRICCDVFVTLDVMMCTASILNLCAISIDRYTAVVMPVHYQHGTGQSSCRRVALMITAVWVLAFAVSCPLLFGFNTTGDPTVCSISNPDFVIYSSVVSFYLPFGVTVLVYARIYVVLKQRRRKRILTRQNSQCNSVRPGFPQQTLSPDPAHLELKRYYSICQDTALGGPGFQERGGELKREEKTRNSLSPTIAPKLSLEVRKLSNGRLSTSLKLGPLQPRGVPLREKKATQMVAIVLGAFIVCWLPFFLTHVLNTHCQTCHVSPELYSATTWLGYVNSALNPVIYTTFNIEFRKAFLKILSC
#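 Agonist mode: compounds and dopamine controls were applied to plated cells for 90 min at 37 degrees C after an overnight attachment at 1500 cells/well. Luminescent read-out followed 30 - 60 minutes at room temperature with DiscoveRx detection reagent.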
# KB-3-1 cytotox – qHTS assay for MDR1-selective chemotherapeutics: Primary screen using the parental adenocarcinoma cell KB-3-1; KB-3-1 viability, CellTiter-Glo ATP luminescence, 72 h; Potency, µM (series often up to 46.1 µM), inactives show top-dose activity change, negative = cytotoxic, actives largely listed as cytotoxic; 400,000 tested, 1.4% active; note: potency is the fitted concentration of half-maximal effect; % is set by controls: 0 for no effect and ±100 for the full control effect; nearly all actives have a fitted effect of over 60% in size
#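 Here the drug-naive KB-3-1 line serves as comparator for MDR sub-line selectivity; cells received compound titrations, 72 h at 37 °C, then CellTiter-Glo readout.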
# MCF10A rerep – A quantitative high throughput screen for small molecules that induce DNA re-replication in MCF 10a normal breast cells; AID 624296, 2012; 350,000 tested, 2.9% active; Potency, µM (titrated, usually from 46.1 µM), inactives show at the top dose activity, positive = re-replication, usual class: activators; MCF 10A DNA re-replication, Hoechst nuclear intensity, 48 h; note: potency is the fitted concentration of half-maximal effect; % of control where 0% means no effect; nearly all actives have a fitted effect of over 50% in size
# GLP1R cytotox – qHTS of GLP-1 Receptor Inverse Agonists: Cytotox Screen. HEK293 cAMP-luciferase reporter cells, luminescence, 24 h. Potency, µM (highest dose often 38.3 µM), without a hit: at the top dose activity change, negative = inhibition, actives largely listed as inhibitors. 410,000 tested, 0.13% active;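 note: loss of luciferase light is scored as toxicity; potency is the fitted concentration of half-maximal effect; % is set by controls: 0 for no effect and ±100 for the full control effect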
#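 Step one: seed cells (200 cells/uL, DMEM with 10% Nu serum, 1% pen-strep). Step two: 12-hour incubation at 37 deg C. Step three: pin 23 nL compound, incubate 24 hr. Step four: add luciferase reagent, read luminescence 12 min later.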
# KB-V1 cytotox – qHTS assay for MDR1-selective chemotherapeutics: Primary screen using the drug-selected MDR subline cells KB-V1. Potency, µM (series often up to 46.1 µM), without a hit: at the top dose activity change, negative = cytotoxicity, usual class: cytotoxic. KB-V1 MDR cells viability, CellTiter-Glo, 72 h. 400,000 tested, 3.4% active. AID 1347076, 2019; note: potency is the fitted concentration of half-maximal effect; % is set by controls: 0 for no effect and ±100 for the full control effect; nearly all actives have a fitted effect of over 60% in size
#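 Readout: CellTiter-Glo luminescence, 10 min after addition. Cells: KB-V1 MDR subline, 72 h at 37 degrees C with compound. Analysis: corrected, normalized data fitted to concentration-effect curves.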
# SW480 rerep – A quantitative high throughput screen for small molecules that induce DNA re-replication in SW480 colon adenocarcinoma cells; SW480 DNA re-replication, Hoechst DNA content imaging, 48 h; Potency, µM (highest dose often 46.1 µM), inactives show at the top dose re-replication activation, usual class: activators; 340,000 tested, 1.8% active; AID 624297, 2012; note: potency is the fitted concentration of half-maximal effect; % of control where 0% means no effect; nearly all actives have a fitted effect of over 55% in size
#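 250 cells/well; 23 nL cpd via pin tool; 48 hr, 37 C, 5% CO2; Hoechst 40 min; imager read of total nuclear intensity, ex 405/em 500-530 nm.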
# IL1B secr inh – qHTS for Inhibitors of Inflammasome Signaling: IL-1-beta AlphaLISA Primary Screen; activity change, % at 57.5 µM; 360,000 tested, 4.7% active; THP-1 LPS/ATP IL-1B secretion, AlphaLISA, 16 h; hits give low values; AID 743279, 2014; in the data active = activity change below about -50%; inconclusive = mostly about -30% to -49%; note: % is set by controls: 0 for no effect and ±100 for the full control effect
#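 THP-1 cells pretreated 1 hr with compounds (up to 57.5 uM final), then stimulated with LPS (250 ng/mL final) plus ATP (1.25 mM final); secreted IL-1B measured by AlphaLISA after 16 hr, decreased signal indicating inhibition.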
# Active calls of the source: *; ? = inconclusive; . = not tested or not shown; & = joins results of further samples; [ ] = dose if it differs, or a comment. Unless noted, calls come from the whole dose curve; as a rule, active = well fitted curve in the direction sought with a large enough effect; inconclusive = small, poorly fitted or top-dose-only effect, or another doubt; inactive = no such curve, though single readings can be large; an effect the other way counts as inactive or inconclusive.
SMILES,HT1080-NT tox,HT1080 IDH1KD tx,DRD3 agonist,KB-3-1 cytotox,MCF10A rerep,GLP1R cytotox,KB-V1 cytotox,SW480 rerep,IL1B secr inh
O=C(NC1CCCCC1)C1Cc2ccccc2CN1S(=O)(=O)c1ccc(F)cc1 (stereo not given),2.2%,-9.9%,-6.7,-7.5%,?,-29.4%,?,?,1.0
CC(C)(C)[C@H]1COC(=O)[C@@H](Cc2ccc(F)cc2)CC/C=C/C[C@@H](CC(=O)N[C@@H](CO)Cc2ccccc2)C(=O)N1,0.0%,1.4%,-6.0,11.3%,0.4%,-3.8%,-4.5%,?,-15.0
CC(C)(C)[C@@H]1COC(=O)[C@H](Cc2ccc(F)cc2)C/C=C\C[C@@H](CC(=O)NCCO)C(=O)N1,11.8%,19.4%,1.0,13.4%,12.9%,0.7%,0.0%,-5.7%,18.1
CC(C)(C)OC(=O)N1CCC(c2c(C(=O)NCCc3ccsc3)cnn2-c2ccc(F)cc2F)CC1,.,.,6.5,5.9%,.,-4.2%,1.4%,.,.
CCn1c(SCC(=O)NC2CCCCC2)nnc1-c1cccs1,7.7%[9.24 µM],-0.6%,-2.4,0.3%,-0.7%,-9.6%,0.0%,0.7%,0.0
Cc1ccnc(NC(=O)CN2C(=O)NC(C)(c3ccc4ccccc4c3)C2=O)c1 (stereo not given),-15.0%,-23.3%,-24.0,0.6%,2.5%,5.7%,?,-0.7%,13.7
CCN(c1ccccc1)S(=O)(=O)c1ccc(OC)c(NC(=O)C2CCC2)c1,-10.6%,?,-4.9,.,18.4µM*,-28.8%,.,?,-4.5
Cc1nc2oc3c(NCC4CCCO4)ncnc3c2c2c1COC(C)(C)C2 (stereo not given),7.8%,2.9%,-4.2,6.9%,3.6%,4.6%,18.2%,-23.6%,?
CN(CC(=O)Nc1ccc(F)c(F)c1F)C(=O)CCc1nc2sc3c(c2c(=O)[nH]1)CCCC3,1.2%,8.4%,5.1,-14.3%,8.3%,-1.7%,-0.4%,-396.6%[inhibitor],31.3
Cc1cc(Nc2ccccc2C)n2nc(Cc3ccc(Cl)cc3)nc2n1,.,.,7.1,7.5%,.,2.1%,1.3%,.,.
CCS(=O)(=O)c1nc(S(=O)(=O)c2ccc(C)cc2)c(N2CC(C)OC(C)C2)s1 (stereo not given),4.2%,0.0%,2.9,5.0%,7.7%,-12.1%,10.7%,1.8%,-19.1
Cn1c(Cn2cnc3ccccc32)nnc1SCc1ccccc1,-6.1%,-7.2%,-6.3,-13.2%,11.9%,-0.7%,1.4%,1.0%,21.5
COc1cccc(NC(=O)c2cccc(NC(=O)c3ccco3)c2)c1,-2.5%,-1.1%,-2.7,-4.8%,.,-17.3%,-28.3%,.,1.0
CCc1ccc(C(C(=O)NC2CCCC2)N(C(=O)/C=C/C(=O)Nc2cc(C)on2)c2ccccc2C)cc1 (stereo not given),4.0%,2.0%,2.5,?,14.6%,4.8%,-29.6%,?,-63.2*
COc1ccc(NCC(=O)Nc2ccc(Cl)cc2C)c(OC)c1,?,15.8µM*,-9.4,-9.2%,9.9%,-28.0%,-10.4%,16.4µM*,?
O=C(Nc1ccc2c(c1)OCCO2)C1CCN(S(=O)(=O)c2cccs2)CC1,-1.1%,22.2%,19.1,15.1%,10.1%,-2.1%,14.6µM*,-0.9%,11.8
CCN(CC)CCCC(C)NC(=O)c1cccc(S(=O)(=O)N2CCc3ccccc32)c1 (stereo not given),-15.9%,-9.7%,-29.7,-6.5%,4.2%,-8.4%,-4.7%,-15.9%,?
CCN(CC(=O)Nc1c(F)cccc1F)C(=O)c1ccc(S(=O)(=O)NCc2ccco2)cc1,-1.5%,3.3%,12.1,-1.0%,0.9%,-1.6%,1.9%,-11.1%,9.7
COc1ccc(NC(=O)C2CCCN2C(=O)Nc2ccc(OC)cc2)cc1 (stereo not given),-9.9%,1.0%,-2.0,15.8%,-2.8%,-13.3%,0.4%,-1.6%,21.7
Cc1cc(C)c(OCC(=O)N(C)CC(=O)Nc2ccc(N3CCOCC3)cc2)c(C)c1,4.4%,-2.8%,5.9,.,?,-3.6%,.,-0.3%,1.0
Cc1ccc(Nc2nc3ccccc3nc2-n2nc(C)cc2C)c(Cl)c1,.,.,0.7,0.6%,.,30.4%[activator],?,.,.
COc1ccc2nc(NC(=O)CSc3nnc(-c4ccoc4C)n3C)sc2c1,-0.4%,-7.8%,2.0,21.8%,7.0%,-10.9%,-10.9%,-3.8%,29.1
COCCCN1C(=O)C(=O)/C(=C(/O)c2ccc(S(=O)(=O)N3CCOCC3)cc2)C1c1ccc(Cl)cc1 (stereo not given),1.4%,-1.0%,3.4,1.9%,-1.2%,-8.5%,?,-2.5%,18.5
COc1cccc(C(=O)c2c(C)c(CCC#N)n3ccccc23)c1,1.1%,-8.0%,-5.0,-4.1%,-2.7%,-4.6%,-7.5%,-0.8%,-10.8
CCC(C)NC(=O)N[C@@H](CCSC)C(=O)OC (stereo not given in full),4.2%,12.1%,5.8,-0.6%,-0.7%,6.7%,4.8%,-0.7%,4.8
O=C(CCn1cccc1)NCCc1ccc(Cl)cc1,-7.2%,-1.6%,-5.1,5.7%,-23.1%,-9.6%,2.7%,-0.5%[9.22 µM],-7.3
C=CCC[C@@H](Cc1ccc(F)cc1)C(=O)OC[C@@H](Cc1ccccc1)NC(=O)[C@H](CC=C)CC(=O)NCCO,0.4%,-1.2%,0.4,0.0%,10.8%,-11.6%,0.0%,?,-25.2
CCn1c(=O)n(CC)c2cc(N3CCCC3)c(NC(=O)c3c(F)cccc3F)cc21,-1.1%,-4.7%,-2.7,?,?,7.2%,?,24.9%,20.1
Cc1cc(=O)n2nc(N3CCC(C(=O)NCc4ccc(F)cc4)CC3)sc2n1,4.6%,-7.6%,4.8&-2.8,2.6%&-1.8%,1.6%,-8.7%&-6.4%,0.0%&0.0%,-9.2%,-3.9
Cc1ccc(N2N=C(c3ccc(Br)cc3)CCC2=O)cc1,-0.8%,-0.5%,-0.9,-0.4%,3.6%,-10.8%[1.53 µM],-17.9%,-0.4%,-15.5
COc1ccc(C)cc1NC(=O)COC(=O)c1ccc([N+](=O)[O-])o1,5.7%,16.8%,2.9,-1.1%,-0.9%,13.0%,0.5%,4.5%,22.2
O=C(CN1CCN(S(=O)(=O)c2ccccc2)CC1)Nc1ccc(Cl)c([N+](=O)[O-])c1,-6.5%,-13.9%,-10.5,?,-0.3%,-18.6%,?,-0.4%,-18.4
O=C(/C=C/c1ccccc1)NCCc1nc2ccccc2[nH]1,29.5%,3.6%,11.9,8.9%,7.6%,?,?,-150.2%[inhibitor],17.3
Cn1c(=O)c2c(nc(Oc3ccc4c(c3)OCO4)n2Cc2ccc(Br)cc2)n(C)c1=O,3.6%,8.8%,-10.8,16.9%,-7.3%,-0.2%,-13.4%,-12.4%,9.6
O=C(NC(=S)Nc1ccccc1Cl)c1cncc(Br)c1,4.3%,19.9%,-0.1,16.8%,-1.9%,?,2.1%,1.3%,7.0
O=C(c1cc(N2CCCCC2)nc2ccccc12)N1CCOCC1,4.4%,-16.6%,-8.4,-19.3%,-4.7%,20.2%,?,1.7%,-10.1
Cc1cccc(N=[N+]([O-])c2cccc(C)n2)n1,-9.7%,-10.6%,3.9,0.0%,3.1%,-7.4%,0.0%,4.8%,21.8
COc1ccc(/C=N\N=C2/SC(CC(=O)O)C(=O)N2c2ccc(O)cc2)cc1 (stereo not given),4.6%,-3.2%,1.1,1.2%,16.4µM*,14.2%,6.1%,1.1%,-5.4
Cc1occc1C(=O)Nc1sc2c(c1C(N)=O)CCC(C(C)(C)C)C2 (stereo not given),3.7%,11.4%,6.7,14.9%,6.7%,16.1%,-19.6%,-5.3%,-5.2
Cc1ccc([N+](=O)[O-])cc1-c1ccc(/C=N/NC(=O)CN2CCOCC2)o1,-3.5%,-6.0%,-16.0,-7.6%,2.0%,-6.0%,19.1%,-11.5%,?
COc1ccc(-n2ccc(=O)c(C(=O)O)n2)cc1,3.7%,12.9%,-0.7,2.3%,0.4%,-6.1%,-12.6%,-5.2%,5.9
O=C(O)c1cc(S(=O)(=O)Nc2cccc3ccccc23)c(Cl)cc1Cl,-9.8%,-6.3%,21.9,-1.7%,0.6%,0.2%,6.4%,-11.2%,28.1
CCN1CCN(c2cc(C)c3cc(NC(=O)c4cc(Br)ccc4Cl)ccc3n2)CC1,.,.,-16.0,-8.2%,.,?,?,.,.
Cc1ccc(C(=O)Nc2ccc3c(c2)OCO3)cc1S(=O)(=O)N1CCOCC1,2.2%,1.8%,6.7,.,2.5%,8.7%,.,1.5%,-3.3

# Three successive records from above, for reference:
SMILES,HT1080-NT tox,HT1080 IDH1KD tx,DRD3 agonist,KB-3-1 cytotox,MCF10A rerep,GLP1R cytotox,KB-V1 cytotox,SW480 rerep,IL1B secr inh
O=C(O)c1cc(S(=O)(=O)Nc2cccc3ccccc23)c(Cl)cc1Cl,-9.8%,-6.3%,21.9,-1.7%,0.6%,0.2%,6.4%,-11.2%,28.1
CCN1CCN(c2cc(C)c3cc(NC(=O)c4cc(Br)ccc4Cl)ccc3n2)CC1,.,.,-16.0,-8.2%,.,?,?,.,.
Cc1ccc(C(=O)Nc2ccc3c(c2)OCO3)cc1S(=O)(=O)N1CCOCC1,2.2%,1.8%,6.7,.,2.5%,8.7%,.,1.5%,-3.3
